Screening data (PubChem BioAssay)
MRP1 act – H69AR viability gain despite doxorubicin, primary screen, MRP-1 activator project, H69AR cells, CellTiter-Glo; viability rescue; viability increase, % at 10 µM; 0.61% of 140,000 active; AID 799, 2007;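 active means viability gain under doxorubicin at or above a set limit, the compound median plus 3 SD, cut at about 4.7% in these data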;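 further: MRP-1 overexpressing cells given doxorubicin 25 µM after compound pretreatment; 18-22 h compound pretreatment then 72 h with doxorubicin before readout; 0% = doxorubicin-only wells and 100% = vehicle-treated cells without doxorubicin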
E-sel TNF inh – E-selectin induction blockers in HUVEC – imaging, immunofluorescence, high content, primary screen; HUVEC TNFa-induced E-selectin immunofluorescence; inhibition, % at 2 µM; 0.71% of 120,000 active;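 active means inhibition above the batch mean plus 3 SD, and confirmed as a hit on visual image review, cut at about 43% in these data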;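 further: 0% = TNF-stimulated DMSO wells and 100% = unstimulated control wells; not every result past the cut was called active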
Yeast life ext – compounds extending yeast replicative lifespan, primary screen, S. cerevisiae, OD615; S. cerevisiae growth with nicotinamide; deaD strain in restrictive glucose medium; inhibition of the nicotinamide effect, % at 10 µM; 0.68% of 130,000 active; AID 775, 2007;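 active means inhibition above a set limit, placed 3 SD over the median of all compounds, cut at about 26% in these data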;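 further: 0% = nicotinamide-treated wells and 100% = cells grown without nicotinamide; some compounds called inactive have numbers as strong as hits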
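Buffer or medium: CSMM-D glucose medium, restrictive; test system: modified budding yeast, DeaD strain; compound: single dose 10 µM compound, 0.25% DMSO; schedule: culture preincubation 4 h, compound exposure 48 h, both 30 °C; detection: optical density (absorbance) at 615 nm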
Measles CPE – compounds protecting cells from measles virus cytopathic effect, primary screen, measles RdRp inhibitor project, single point, MLSMR library, absorbance; Measles virus-infected cells, CPE protection; protection (pct of control), % at 4 µM; 1.5% of 140,000 active; AID 841, 2007; in the data active means protection mostly above about 24%, no sharp cut-off; inactive means mostly below about 26%; further: some compounds called inactive have numbers as strong as hits
Phagocyt inh – inhibitors of macrophage phagocytosis, primary screen, imaging, J774A.1 cells, IgG beads; J774A.1 macrophage IgG-bead phagocytosis; inhibition, % at 5 µM; 0.07% of 110,000 active;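 active means inhibition above the mean of the plate negative controls plus 5 SD, cut at about 13% in these data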;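 further: phagocytic index as fraction of beads internalized from green versus red external bead signal; plate controls were DMSO negative control for no effect and cytochalasin-D positive control for full effect; some results beyond the cut were filed as inactive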
BB579 growth dn – growth inhibitors of yeast BB579 in restrictive medium, primary screen, yeast lifespan-shortening project, S. cerevisiae; OD615, 48 h; inhibition, % at 10 µM; 0.51% of 140,000 active; AID 804, 2007;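 active means inhibition above a set limit, 3 SD over the mean compound inhibition, cut at about 44% in these data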; further: inactives centre near -24
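Assay system – yeast BB579 (DeaD) · Dosing – single compound dose of 10 µM, 0.25% DMSO final · Detection – OD615 turbidity measurement · Buffer or medium – CSMM-D restrictive synthetic medium containing dextrose (glucose) · Benchmarks – positive control amphotericin B 10 µg/mL · Incubation – 48 h exposure, 30 °C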
HCT116 bCat-KO – primary screen for growth suppressors in beta-catenin knockout HCT116 cells (colon tumor, human); HCT116 beta-catenin knockout viability, CellTiter-Glo, 60 h; hits give low values; viability, % at 10 µM; 1.5% of 140,000 active; AID 818, 2007;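 active means viability at or under a set limit, the compound median less 4 SD, cut at about 6% in these data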;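 further: 0% = Hyamine 1622 control at 20 µM and 100% = untreated cell control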
GALR2 blocker – GALR2 antagonists in receptor-expressing cells, primary screen; inhibition, % at 4 µM; 0.39% of 140,000 active; antagonist mode; Galanin receptor type 2 (Homo sapiens), O43603; AID 828, 2007; in the data active means inhibition above about 27%;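 further: cells stimulated with galanin 1-16 at roughly its EC80; 0% = agonist challenge control and 100% = basal control without agonist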
Target sequence (O43603 whole entry, looked up): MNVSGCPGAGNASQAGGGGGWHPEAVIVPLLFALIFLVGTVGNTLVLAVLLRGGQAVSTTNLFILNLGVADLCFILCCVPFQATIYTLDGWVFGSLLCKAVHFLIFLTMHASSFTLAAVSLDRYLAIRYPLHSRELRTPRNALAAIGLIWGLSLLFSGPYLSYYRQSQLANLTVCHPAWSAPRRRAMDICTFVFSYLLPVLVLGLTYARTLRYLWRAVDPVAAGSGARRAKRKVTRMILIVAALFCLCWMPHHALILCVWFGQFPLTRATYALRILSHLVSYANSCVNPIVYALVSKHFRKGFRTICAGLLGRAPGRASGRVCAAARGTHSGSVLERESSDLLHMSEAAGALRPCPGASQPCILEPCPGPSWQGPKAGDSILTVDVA
NPY-Y2 antag – NPY-Y2 receptor antagonists, primary screen, cell-based; NPY-Y2 expressing cells, antagonist mode; 0.99% of 140,000 active; Neuropeptide Y receptor type 2 (Homo sapiens), P49146; inhibition, % at 2.7 µM; in the data active means inhibition above about 17%;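 further: 0% = vehicle with agonist challenge and 100% = reference antagonist with challenge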
Target sequence (P49146 whole entry, looked up): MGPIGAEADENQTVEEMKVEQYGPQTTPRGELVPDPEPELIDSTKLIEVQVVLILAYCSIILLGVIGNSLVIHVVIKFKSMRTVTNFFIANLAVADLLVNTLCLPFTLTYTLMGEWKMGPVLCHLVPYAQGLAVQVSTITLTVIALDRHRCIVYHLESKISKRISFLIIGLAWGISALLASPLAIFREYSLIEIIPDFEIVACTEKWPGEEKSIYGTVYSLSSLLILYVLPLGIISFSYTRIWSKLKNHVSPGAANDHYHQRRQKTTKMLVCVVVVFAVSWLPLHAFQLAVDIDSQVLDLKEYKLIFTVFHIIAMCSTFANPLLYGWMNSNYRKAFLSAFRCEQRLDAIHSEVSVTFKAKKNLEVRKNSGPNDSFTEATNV
PTEN del growth – growth suppression of PTEN-null HCT116, primary screen, cell-based, CellTiter-Glo | HCT116 PTEN-null viability, 60 h; hits give low values | viability, % at 10 µM | 1.2% of 140,000 active;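 active means viability at or below a set limit, 4 SD under the median of all tested compounds, cut at about 3.7% in these data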;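 further: PTEN knockout HCT116 line with beta catenin targeted HCT116 as companion control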
* = called active by the depositor; x = not tested or not shown; & = joins results of further samples.

SMILES	MRP1 act	E-sel TNF inh	Yeast life ext	Measles CPE	Phagocyt inh	BB579 growth dn	HCT116 bCat-KO	GALR2 blocker	NPY-Y2 antag	PTEN del growth
CN(c1ccc(C(=O)NCC2CCCO2)cc1)S(C)(=O)=O (centres undefined)	-3.3	65*	-7	12	0	-10	95	-8	9	98
Cc1cc(N2CCOCC2)nc2ccc(NC(=O)CCC(=O)N3CCC(C)CC3)cc12	-1.9	x	-13	17	-2	-29	90	7	1	92
Cn1c(C(=O)OC(C(=O)NC2CCCCC2)c2ccccn2)cc2sccc21 (centres undefined)	1.1	-53	-6	12	-1	-65	95	4	6	104
Cc1cc(NC(=O)Cc2ccccc2)no1	-1.9	6	2	13	-2	-51	86	-8	2	92
O=C(c1ccc(F)cc1)N(NC(=O)C(O)(c1ccccc1)c1ccccc1)c1ccccc1	-2.1	43	4	18	-5	-33	82	16	30*	79
CCOC(=O)c1c(N)sn(-c2ccccc2C)c1=S	-1.1	13	-7	x	0	-5	86	7	-1	104
O=C(CN1C(=O)CSC1=O)Nc1ccc(N2CCOCC2)cc1	0.3	28	-7	9	-1	-24	80	-3	0	103
O=S(=O)(c1cccs1)N1CCN(c2ccccn2)CC1	0.6	-15	12	4	x	-40	92	1	0	95
CCCCNC(=O)COC(=O)CCC(=O)c1ccc(F)cc1	-0.5	-2	-11	23	1	-32	100	3	2	107
O=C(Cc1ccc(Cl)cc1)Nc1cccc(S(=O)(=O)Nc2ccccc2F)c1	2.1	11	0	20	-3	-25	97	8	-4	89
Cc1ccccc1OCCSc1nnc(-c2cccnc2)n1N	-0.5	-19	-2	3	-5	-23	86	-9	4	82
CCOC(=O)CS(=O)(=O)c1nc(-c2ccc(F)cc2)cc(C(F)(F)F)n1	-2.5	58*	67*	-2	-1	-44	101	51*	2	95
CCOC(=O)c1c(C)[nH]c(C(=O)COC(=O)C23CC4CC(CC(Cl)(C4)C2)C3)c1C	1.2	0	-13	17	2	-16	96	-11	2	106&107
CCC(C)c1ccc(OCC(=O)Nc2ccc3[nH]c(=O)[nH]c3c2)cc1 (centres undefined)	3.4	x	5	19	0	-26	95	-2	1	91
Cn1c(-c2cccc(Br)c2)cnc1NCc1cccnc1	-0.4	-1	-7	20	2	-29	98	12	3	95
O=C(NNS(=O)(=O)c1ccccc1)c1cccs1	3.5	-29	1	26	-10	-37	97	9	4	105
O=C(Nc1cccc(F)c1)c1ccc(S(=O)(=O)N2CCCC2)cc1	2.6	x	-8	10	x	9	80	7	3	87
Nc1nc(-c2ccccc2)c(-c2ccccc2)s1	-0.8	-13	-16	5	x	-24	89	5	1	78
CC(=O)c1ccc(NC(=O)CO/N=C(\C)c2cccs2)cc1	-0.1	-3	-7	8	-5	0	97	11	-1	109
Cc1ccc(S(=O)(=O)NC(C)(C)CSc2nnc(N)s2)cc1	-0.3	1	-14	7	x	-53	100	-2	1	95
O=[N+]([O-])c1ccccc1Oc1ccccc1Cl	-0.9	-1	-1	4	-9	-4	97	8	2	95
COc1ccc(NC(=O)Cn2cccc2)cc1Cl	-1.2	-63	-11	41*	-2	-60	94	-1	2	94
CCCc1cc(C(=O)NCCc2ccccc2)no1	-0.2	-37	-8	11	-1	18	102	4	2	97
CCNC(=O)/C(=C/c1ccc2c(c1)OCO2)NC(=O)c1ccc(Br)cc1	-3.4	-30	-15	4	-2	-35	92	-2	1	87
CC(C)Oc1cccc(-c2nnc(SCC(=O)Nc3ccc4c(c3)OCCO4)n2N)c1	-2.1	10	-16	6	x	-23	88	2	2	88

Reformatted bar-delimited: two of the compounds above.
canonical_smiles | MRP1 act | E-sel TNF inh | Yeast life ext | Measles CPE | Phagocyt inh | BB579 growth dn | HCT116 bCat-KO | GALR2 blocker | NPY-Y2 antag | PTEN del growth
CCCc1cc(C(=O)NCCc2ccccc2)no1 | -0.2 | -37 | -8 | 11 | -1 | 18 | 102 | 4 | 2 | 97
CCNC(=O)/C(=C/c1ccc2c(c1)OCO2)NC(=O)c1ccc(Br)cc1 | -3.4 | -30 | -15 | 4 | -2 | -35 | 92 | -2 | 1 | 87

Later entries
SMILES	MRP1 act	E-sel TNF inh	Yeast life ext	Measles CPE	Phagocyt inh	BB579 growth dn	HCT116 bCat-KO	GALR2 blocker	NPY-Y2 antag	PTEN del growth
Cc1ccc(C)c(N2CCN(C(=O)C3CCN(c4nnc(N5CCCC5=O)s4)CC3)CC2)c1	x	-12	x	x	2	x	x	23	2	x
Nc1ccc(Oc2ccc3nc(-c4ccccc4)c(-c4ccccc4)nc3c2)cc1	-4.4	-13	-19	4	0	-37	54	2	0	46
COc1ccc(N2CCN(C(=O)c3ccc(C)cc3Cl)CC2)cc1	0.5	15	-5	4	-2	-42	91	-3	1	100
Cc1cc(/C([O-])=C(/C(=S)Nc2ccccc2)[n+]2ccccc2)c(C)n1-c1ccccc1	0.1	-8	0	7	1	-101	72	1	3	74
COC(=O)C(C(=O)N1CCN(C)CC1)C1CCCCCC1 (centres undefined)	-1.2	-6	-5	8	0	-35	87	1	0	79
CCOc1nc(NC(=O)NS(=O)(=O)Oc2ccccc2Cl)nc(-c2ccccc2)n1	-0.1	10	-14	6	-1	-89	89	-8	2	105
CCOc1ccc2[nH]cc(C(=O)O)c(=O)c2c1	-0.7	x	-14	22	0	-25	52	8	1	56
O=[N+]([O-])c1ccc(NC(=S)N2CCN(c3ccc(F)cc3)CC2)cc1	-3.0	-29	-1	12	x	8	88	5	-4	83
O=C1SC(c2ccccc2)=N/C1=C/c1ccco1	-1.1	x	-11	0	-1	-88	98	-18	0	107
O=C(c1ccc(F)cc1F)N(Cc1ccccn1)Cc1ccco1	-0.3	12	1	29	0	-8	97	2	-3	93
CC#CCCCC(=O)Nc1cc(OC)nc(OC)n1	-1.2	-4	-25	12	x	-26	97	10	0	94
CC(C)OC(=O)CSc1nc(N)c(C#N)c(-c2ccco2)c1C#N	-3.0	-37	-12	5	-1	-2	99	-11	4	78
O=C(CN(C1CCCCC1)S(=O)(=O)c1ccc(Cl)cc1)NCc1cccnc1	-3.2	x	-6	13	0	-15	104	-3	-1	107
CCOc1cc(-c2c(C)c(C)nc(N)c2C#N)ccc1O	-2.7	-11	-4	32	x	-35	100	11	7	103
COc1cc(C(=O)Nc2sc(C(=O)N3CCOCC3)c(C)c2C#N)cc(OC)c1OC	-0.6	1	-6	3	0	-17	92	0	3	101
Cc1occc1C(=O)Nc1ccc(S(=O)(=O)N2CCN(C)CC2)cc1	2.4	-38	-3	2	-1	11	87	2	2	100
O=[N+]([O-])c1cccc(C(=Nc2ccccc2)NO)c1	0.3	x	0	19	x	-11	84	6	0	85
O=C(CSc1ccccn1)Nc1cccc(NC(=O)CSc2ccccn2)n1	-1.8	7	0	2	2	-46	75	-9	6	79
CCOC(=O)c1cnn(-c2cc(C)nc3c(-c4ccccc4)cnn23)c1N	0.6	12	-7	22	0	-7	102	-8	2	99
Cc1ccc(C(=O)/C=C/c2ccc(-c3ccc(C)cc3)o2)cc1	-2.5	x	28*	14	-5	-16	84	-6	8	85
COc1ccc(/C=c2/sc3nc(-c4ccccc4)c(-c4ccccc4)n3c2=O)cc1	0.3	-5	0	16	-5	-24	93	8	0	91
CC(C)CC1(C)NC(=O)NC1=O (centres undefined)	0.8	-23	-12	11	1	-2	92	8	4	107
O=S(=O)(c1cccc(C(F)(F)F)c1)N1CCN(c2ccccc2)CC1	-0.3	45	-8	6	x	-22	94	-9	2	90
CCCNC(=O)CN(c1ccccc1)S(=O)(=O)c1ccc(OC)c(OC)c1	-2.1	-3	x	13	x	-1	79	6	-1	105
COc1cc(NS(=O)(=O)c2cc(C)ccc2OC)c(OC)cc1Cl	-3.2	0	-19	8	0	-4	91	-8	3	74
(further entries)
SMILES	MRP1 act	E-sel TNF inh	Yeast life ext	Measles CPE	Phagocyt inh	BB579 growth dn	HCT116 bCat-KO	GALR2 blocker	NPY-Y2 antag	PTEN del growth
CCCCCCC1CC(C)(/C(C)=N/NC(N)=O)OC1=O (centres undefined)	-3.1	-6	-8	5	x	-34	77	6	-1	82
CCOc1cccc(OCCCOc2cccc3cccnc23)c1	1.3	x	-7	6	-7	3	83	2	3	79
COc1ccc(S(=O)(=O)Nc2ccccc2OC)cc1C	-2.6	-3	-9	18	0	27	97	20	7	98
O=C(O)CCCC(=O)NCCCc1ccccc1	-0.7	23	-10	11	0	-40	94	11	3	108
COc1ccc(C)cc1S(=O)(=O)N(CC(=O)Nc1cccc([N+](=O)[O-])c1)c1ccc(C)c(C)c1	-1.7	-15	8	50*	-3	-37	90	7	-1	93
Cc1cc2oc(C(=O)Nc3c(C)n(C)n(-c4ccccc4)c3=O)c(C)c2cc1C	-4.6	-30	x	13	x	-25	85	-4	3	90
Cc1cc(C)c(C#N)c(SCC(=O)c2cccs2)n1	-0.6	x	-14	16	-2	-38	64	13	5	72
COc1ccc(C2C(C(=O)N3CCN(c4ccc(OC)cc4)CC3)c3ccccc3C(=O)N2C)cc1 (centres undefined)	-1.7	6	-6	7	0	-64	65	-12	1	70
O=C(CC1Sc2ccccc2NC1=O)Nc1ccccc1[N+](=O)[O-] (centres undefined)	-0.2	x	2	26	1	-18	83	-9	1	69
CCCNC(=S)Nc1ccc(Br)cc1	-2.3	-43	-30	8	-3	-27	79	13	3	78
CC(=O)c1c(C)nn(C(C)CC(=O)O)c1C (centres undefined)	-1.3	-2	1	11	x	25	93	-2	2	88
CCCOC(=O)C1=C(C)NC2=C(C(=O)CC(C)(C)C2)C1c1cccnc1 (centres undefined)	-1.9	3	1	23	0	-44	96	8	4	97
CCC(C(=O)O/N=C(\N)c1cccc(C)c1)c1ccccc1 (centres undefined)	-3.4	-4	-5	4	0	-35	64	-10	0	66
COc1cccc(C(C(=O)NC(C)(C)C)N(C(=O)CCC(=O)Nc2cc(C)on2)C(C)C)c1OC (centres undefined)	-4.5	-64	-18	2	1	-39	76	1	1	91
CC1CN(C(=O)COC(=O)c2ccc(N)c([N+](=O)[O-])c2)CC(C)O1 (centres undefined)	-0.9	-16	0	9	-1	-9	96	-1	1	97
Cc1ccc(S(=O)(=O)Nc2ccccc2F)cc1C(=O)NCCCN1CCCC1=O	0.0	x	-2	5	1	-34	95	4	3	100
N#CC(Nc1ccccc1)c1ccccc1OCc1ccccc1 (centres undefined)	-3.3	4	26	24	0	-47	49	8	2	61
CC(C)C(c1nnnn1Cc1ccc2c(c1)OCO2)N1CCN(C)CC1 (centres undefined)	-1.1	42*	x	20	x	-35	92	20	4	98
Cc1nc(NC(=O)c2ccccc2[N+](=O)[O-])sc1C(=O)N(C)C	0.6	13	13	9	-3	-10	97	12	1	103
O=C(NNC(=O)c1ccc([N+](=O)[O-])o1)c1ccccc1	-4.0	-22	-17	5	0	-12	14	3	0	7
